Screens: PubChem, several laboratories
PRMT1 inh: PRMT1 (human) inhibition, primary screen; Q99873; recombinant PRMT1, activity-based probe fluorescence polarization; inhibition, % at 2.79 µM; hit rate 1.3% among 370,000; AID 652257;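 active = inhibition above about 21% made by adding two undisclosed values, limit read from the data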
Target sequence (Q99873 whole entry, looked up): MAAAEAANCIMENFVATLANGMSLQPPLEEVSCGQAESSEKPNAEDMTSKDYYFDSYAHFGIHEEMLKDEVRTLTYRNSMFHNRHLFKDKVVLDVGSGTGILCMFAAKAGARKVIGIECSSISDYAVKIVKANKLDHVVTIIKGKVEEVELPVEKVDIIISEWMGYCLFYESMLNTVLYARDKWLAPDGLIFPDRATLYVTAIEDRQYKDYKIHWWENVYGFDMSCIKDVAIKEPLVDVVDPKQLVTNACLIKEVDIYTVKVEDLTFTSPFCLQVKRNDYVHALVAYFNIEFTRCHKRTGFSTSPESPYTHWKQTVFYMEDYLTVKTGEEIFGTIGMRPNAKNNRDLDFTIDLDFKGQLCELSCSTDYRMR
LEDGF integ inh: blocks HIV-1 LEDGF/p75-dependent DNA integration; inhibition, % at 3.7 µM; TR-FRET IN-LEDGF/p75 DNA integration, Eu/Cy5; AID 743269; hit rate 0.64% among 370,000;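 active = inhibition above the screen-wide mean plus 3 SD, cut at about 13% in these data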;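 also: signal is the Cy5 over europium emission ratio at 671 and 618 nm; 0% = plate median of compound wells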
mABHD4 FP: ABHD4 (mouse) inhibition, primary FP screen; inhibition, % at 8.92 µM; Q8VD66; hit rate 0.54% among 370,000; purified mABHD4, FP-Rh probe fluorescence polarization;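 active = inhibition exceeding the mean over every tested compound plus 3 SD, cut at about 30% in these data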;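 also: 0% = plate median of compound wells and 100% = S159A mutant with DMSO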
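Material: mouse ABHD4 enzyme, wild type; Benchmarks: S159A mutant high control, sample median low control; Buffer or medium: HEPES pH 7.0, NaCl, Pluronic buffer; Signal: fluorescence polarization; Read-out: percent inhibition of probe binding, normalized to plate controls; Timing: pre-incubation 45 min, probe exposure 60 min, at 25 °C; Dosing: 8.92 µM, single dose.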
NR1D1 modulator: modulates human Rev-erb alpha binding to DNA; P20393; Rev-erbα–FITC-DNA binding, fluorescence polarization, 90 min; activity, % at 10 µM; hit rate 0.79% among 370,000; AID 1259318;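 active = activity above about 14%, limit read from the data; passing the limit was not always enough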;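 also: 0% = DMSO wells with 35 nM protein and 100% = DMSO wells with 750 nM protein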
UHRF1 MBD2 ctr: UHRF1 methyl-DNA binding inhibition; Q96T88; UHRF1 binding to methylated oligo, TR-FRET; inhibition, % at 4.4 µM; hit rate 0.75% among 370,000; AID 687016; in the data active = inhibition above about 21%;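 also: UHRF1 SRA domain binding a hemimethylated CpG hairpin DNA probe; 0% = median of test compound wells and 100% = reference inhibitor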
rCAG RNA binder: molecules binding r(CAG) RNA repeats; r(CAG) RNA repeat, TO-PRO-1 dye displacement fluorescence; hit rate 1.3% among 370,000; inhibition, % at 3 µM; AID 651821;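 active = inhibition above the plate cutoff, the mean of all test compounds on that plate plus 3 SD, cut at about 35% in these data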;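 also: 0% = DMSO alone and 100% = 100 µM mitoxantrone as full dye displacement; higher means more dye released from RNA so lower well fluorescence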
HTRA1 inhibitor: HTRA1 (human) protease inhibition. Q92743. recombinant HTRA1, FP-rhodamine activity-based probe, fluorescence polarization. inhibition, % at 5.96 µM. hit rate 0.5% among 340,000. AID 504803; in the data active = inhibition above about 36%;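 also: 0% = enzyme with DMSO and 100% = wells lacking enzyme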
Target sequence (Q92743 whole entry, looked up): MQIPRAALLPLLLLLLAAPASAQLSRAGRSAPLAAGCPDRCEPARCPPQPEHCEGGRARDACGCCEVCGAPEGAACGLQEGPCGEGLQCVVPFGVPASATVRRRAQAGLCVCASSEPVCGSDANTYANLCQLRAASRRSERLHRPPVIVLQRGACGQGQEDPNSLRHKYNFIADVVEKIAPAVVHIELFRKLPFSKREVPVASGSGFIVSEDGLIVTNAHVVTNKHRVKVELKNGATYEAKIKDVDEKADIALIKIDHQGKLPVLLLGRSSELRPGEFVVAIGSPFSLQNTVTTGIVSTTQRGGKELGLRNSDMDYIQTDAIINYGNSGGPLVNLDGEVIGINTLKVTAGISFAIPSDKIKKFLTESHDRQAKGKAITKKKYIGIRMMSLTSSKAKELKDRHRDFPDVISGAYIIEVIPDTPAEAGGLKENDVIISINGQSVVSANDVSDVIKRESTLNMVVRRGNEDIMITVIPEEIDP
PG9 Ab binder: binds the HIV-1 gp120 antibody PG9; hit rate 0.43% among 360,000; TR-FRET gp120-PG9 antibody binding; inhibition, % at 6.7 µM; in the data active = inhibition above about 8.5%
MBD2 inh: blocks human MBD2 binding to methylated DNA; Q9UBB5; TR-FRET, MBD2 binding to methylated oligonucleotide; inhibition, % at 4.4 µM; hit rate 0.31% among 370,000; in the data active = inhibition above about 13%
TCR CD3 inh: blocks the human TCR-CD3 interaction | inhibition, % at 9.4 µM | TAMRA-labeled TCR probe fluorescence, biochemical | hit rate 0.37% among 360,000; in the data active = inhibition above about 19%;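 also: recombinant mutant TCR 2C K166C tagged with TAMRA read by polarization; 0% = receptor in buffer alone and 100% = receptor with positive control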
Numbers without * were called inactive; x = not tested or not shown. Only part of the results is shown (hit frequency here may not be typical).

SMILES	PRMT1 inh	LEDGF integ inh	mABHD4 FP	NR1D1 modulator	UHRF1 MBD2 ctr	rCAG RNA binder	HTRA1 inhibitor	PG9 Ab binder	MBD2 inh	TCR CD3 inh
COc1cc(Cn2cnnn2)ccc1O	2	2	2	-2	1	1	0	1.3	-6	-3
COc1ccc(N2CCN(C(=O)CCN3C(=O)C4C5C=CC(C5)C4C3=O)CC2)cc1 (stereo unspecified)	3	0	0	-4	3	-5	3	-0.1	3	-4
COC(=O)[C@]12C[C@H](CC(=O)N3CCN(C(=O)c4ccco4)CC3)C(=O)N(Cc3ccc4c(c3)OCO4)C1=C[C@H](C(C)C)O[C@@H]2C1CC1	8	-4	1	0	5	6	x	x	0	x
O=C(NC(c1ccccc1)c1ccsc1)C1CCN(CCOc2ccc(Cl)cc2Cl)CC1 (stereo unspecified)	0	0	7	-1	0	3	x	-1.1	-5	-1
Cc1ccc(C(C)(c2ccc(N)cc2)c2ccc(N)cc2)cc1	3	-3	6	0	1	5	3	0.6	4	1
COc1cc(/C=C2\C(=O)ON=C2c2ccc(Cl)cc2)ccc1O	2	-1	2	1	9	11	x	-0.3	3	-1
CCc1ccc(C(=O)COC(=O)CNC(=O)c2cccs2)cc1	-2	1	-8	4	0	-3	4	-0.8	-4	1
Brc1ccccc1C1=Nn2c(nnc2-c2ccco2)SC1	1	0	1	0	0	1	-2	-1.1	-3	3
Cc1ccc(C(=O)Nc2cc([N+](=O)[O-])ccc2C)cc1	-5	-3	2	0	-3	0	-3	-1.6	-1	0
FC(F)(F)c1nc2ncc(Cl)cc2[nH]1	0	-2	-2	0	0	3	-3	-0.9	-1	-1
CC(C)=CCCC(C)c1cc(C(=O)NCCc2ccc(O)cc2)c(N)s1 (stereo unspecified)	11	1	2	3	-2	11	x	0.4	2	-3
CN(CCC#N)C(=O)COC(=O)/C=C/c1ccc2c(c1)OCO2	-4	-2	-6	0	-2	-1	4	-1.1	-8	0
COC(=O)CN(c1cc(OC)ccc1OC)S(=O)(=O)c1ccc(OC)c(OC)c1	1	0	7	1	18	-9	-2	0.3	5	1
CCN(CC)C(=O)CN1C(=O)C2CC=C(Cl)CC2C1=O (stereo unspecified)	2	-1	-3	-4	3	-5	0	1.1	-1	2
CCn1c(C)c(C)c2cc(C(=O)NCCCN3CCN(C)CC3)ccc21	5	-2	-18	1	3	-2	1	-1.0	5	-9
O=C(CC1C(=O)NCCN1CC(c1ccccc1)c1ccccc1)NCC1CCOCC1 (stereo unspecified)	1	7	5	8	-3	-1	6	-0.7	-2	2
Cn1c(=O)n(C)c2cc(NC(=O)c3ccccc3[N+](=O)[O-])c(Br)cc21	2	-9	1	1	0	0	5	-0.3	-3	-7
CCOc1ccc(CNC(=O)c2ccc(NC(=O)C3=CSCCO3)cc2)cc1	3	-3	-7	0	1	-2	-18	-2.4	7	-1
CC(C)NC(=O)NC(=O)COC(=O)c1ccc(F)cc1F	2	-2	3	5	1	-4	-2	-0.8	10	6
O=c1ccnc(Nc2ccc([N+](=O)[O-])cc2)[nH]1	2	-3	5	6	3	4	-1	-0.4	-3	-2
COc1cc(OC)cc(-c2nc(=S)n3ccsc3n2)c1	-7	-8	0	14*	3	0	-2	-0.3	-1	9
COc1ccc(-c2nc(/C=C3\C(C)=Nc4ccccc43)c(O)o2)cc1	1	-3	11	0	-2	52*	21	-1.4	-3	-3
O=C(/C=C/c1ccccc1)NC1CCS(=O)(=O)C1 (stereo unspecified)	2	0	5	2	1	-1	3	1.0	2	-7
CCCCSc1nc2ccc(Nc3nc(N4CCOCC4)nc(N4CCOCC4)n3)cc2s1	-5	-1	1	-3	1	2	1	-0.2	0	6
CC1(C)CC(=O)C=C(CN2C(=O)c3ccccc3C2=O)C1=O	1	2	9	-2	-1	-2	0	-1.5	-1	-4
O=C(O)CC1CCC1CC(=O)O (stereo unspecified)	-4	0	3	-6	2	1	0	-2.4	4	-5
O=S(=O)(c1ccc(-c2ccon2)s1)N1CCN(c2ccccn2)CC1	-1	1	-3	2	-2	4	-6	-0.4	-1	-10
COc1cc(OC)c(C#N)c(S(=O)Cc2ccccc2)c1 (stereo unspecified)	3	-1	-3	4	13	-2	-2	0.6	4	-8
Cc1ccccc1Nc1nc(N)nc(COC(=O)c2ccc([N+](=O)[O-])o2)n1	-1	-1	2	-1	-4	2	-1	-0.3	3	-1
CCOC(=O)C1(Cc2cccc(Cl)c2)CCCN(C(=O)c2cc(C(C)C)nn2C)C1 (stereo unspecified)	-2	-1	1	0	-2	-13	-4	-2.3	1	2
CC(C)(Oc1ccc(Cl)cc1)C(=O)NCc1n[nH]c(=O)c2ccccc12	-4	2	2	-5	2	-8	10	-2.3	-1	-6
CC(C)c1ccc(S(=O)(=O)N2CCN(C(=O)n3ccnc3)CC2)cc1	-2	2	12	3	-3	-2	1	0.8	-2	-4
O=C1C(=O)N(Cc2ccc(-c3ccc(F)nc3)cc2)c2ccc(OC(F)(F)F)cc21	2	0	11	-3	-2	x	x	x	-7	x
COc1ccc(-c2cc(-c3cccs3)c(C#N)c(SCC(=O)NCc3ccccc3OC)n2)cc1	-2	-2	0	46*	0	1	-3	2.2	-6	1
COc1cccc2cc(/C(C)=N/Nc3nc(-c4cc(C)ccc4C)cs3)c(=O)oc12	4	-2	5	13	-5	32	8	0.3	-4	0
CC(NC(=O)c1ccco1)C(c1cccs1)N1CCN(c2ccc(F)cc2)CC1 (stereo unspecified)	2	-4	5	2	1	-6	-14	-0.7	5	-7
Cc1ccc(S(=O)(=O)N2CCN(C(=O)COC(=O)c3cccc(Cl)c3)CC2)c(C)c1	-2	-1	-8	-1	2	3	-16	-1.9	-3	-5
CCOC(=O)c1cc(C(C)(C)C)n(CCCN2CCOCC2)c1C	-1	-1	1	-3	6	-9	3	-1.5	-3	9
CN(C)c1ccc(NC(=O)Nc2cccc(Cl)c2)cc1	12	-4	18	-3	-4	4	13	-2.5	5	6
O=C1CCc2cc(S(=O)(=O)NC(Cc3ccccc3)C(=O)NCC3CCCO3)ccc2N1 (stereo unspecified)	-5	0	5	-9	0	1	-5	-0.2	-2	0
O=C(Nc1ccccc1)c1ccc(NCCN2C(=O)CCC2=O)c([N+](=O)[O-])c1	1	2	2	0	-2	-1	-1	-1.2	2	4
Cc1ccc(C)c(/C=N/n2cc(-c3ccccc3)[nH]c2=S)c1	24*	-3	-2	-3	4	5	-3	-0.6	1	-4
CCN(CC)CCn1c2c(c(SCC(=O)Nc3cc(OC)cc(OC)c3)nc1=O)CCC2	0	-1	-1	8	4	-7	0	0.7	1	4
Cc1cc2c(c(=O)n1Cc1cccnc1)C(c1ccccc1)C(C#N)=C(N)O2 (stereo unspecified)	-4	1	-2	-1	-2	0	-1	1.3	-4	1
CNS(=O)(=O)c1cc(OCC(N)=O)c(C)cc1Cl	-5	0	2	2	-1	1	-5	0.3	-2	-3
CC1(C)CC(NC(=O)c2cccc3ccccc23)CC(C)(C)N1	-2	4	0	5	4	3	6	-0.7	2	-1
COc1cccc(OCc2ccc(Cl)cc2)c1C#N	-2	4	-18	4	1	2	-22	-1.6	1	2
COc1ccc(NS(=O)(=O)c2cccc(C(=O)NNC(=O)c3ccccc3OC)c2)cc1	1	2	2	-9	0	4	4	-0.6	-6	0
C#CCN(CC=C)Cc1ccc(OC)cc1OC	2	-2	0	-6	1	1	x	x	1	x
CN(Cc1cc(=O)n2ccsc2n1)Cc1nc2ccccc2c(=O)[nH]1	-2	-3	4	-4	-2	3	3	-0.8	3	-6
O=[N+]([O-])c1cccc(/C=N/N2CCN(Cc3ccc(Cl)cc3)CC2)c1	-2	4	-3	6	-1	0	-2	-1.7	4	5
COc1ccc(-n2c(COc3ccc(Cl)cc3)nnc2SCC(=O)c2ccc(-c3ccccc3)cc2)cc1	-10	6	-5	22*	3	7	x	x	0	x
CCCC1CCC(=NNC(=O)OC(C)(C)C)CC1 (stereo unspecified)	2	-2	-3	-2	1	2	2	-0.4	-4	-4
CCc1cccc(C)c1NC(=O)CSc1nc2ccccc2n1CC(=O)N(C)C	2	-3	-6	-3	-1	-7	4	-1.9	-1	1
COC(=O)CN(c1ccc(F)cc1)S(=O)(=O)c1ccc2c(c1)OCCO2	-1	-1	0	-1	-1	-2	-5	0.3	1	4
COCCCn1c(C(=O)N2CC(C)OC(C)C2)cc2c(=O)n3ccccc3nc21 (stereo unspecified)	0	2	-2	1	0	-7	5	3.3	-4	-1
CC(C)Oc1ccc(CNC(=O)Oc2ccccc2)cc1	-4	0	-3	0	-3	-6	1	0.4	2	-1
CCOC(=O)NC(=O)c1cn(CCN(C)C)c(=O)[nH]c1=O	1	-1	11	0	4	7	7	-1.0	-1	-1
CCN(CC)c1ccc2cc(C(=O)Nc3ccccn3)c(=O)oc2c1	-2	2	3	-9	-5	-2	6	1.0	2	-5
O=C(COC(=O)c1ccccc1)Nc1ccc(Cl)cn1	4	2	0	-4	2	0	-3	0.7	6	-6

3 compounds from above, showing only NR1D1 modulator, TCR CD3 inh and UHRF1 MBD2 ctr.
SMILES,NR1D1 modulator,TCR CD3 inh,UHRF1 MBD2 ctr
CCc1cccc(C)c1NC(=O)CSc1nc2ccccc2n1CC(=O)N(C)C,-3,1,-1
COCCCn1c(C(=O)N2CC(C)OC(C)C2)cc2c(=O)n3ccccc3nc21 (stereo unspecified),1,-1,0
CCN(CC)c1ccc2cc(C(=O)Nc3ccccn3)c(=O)oc2c1,-9,-5,-5

Continued.
SMILES	PRMT1 inh	LEDGF integ inh	mABHD4 FP	NR1D1 modulator	UHRF1 MBD2 ctr	rCAG RNA binder	HTRA1 inhibitor	PG9 Ab binder	MBD2 inh	TCR CD3 inh
Cc1onc(-c2ccccc2)c1C(=O)c1ccccc1	-5	7	-9	-3	-1	-2	4	-2.3	-3	0
OC[C@@H](O)[C@@H](O)CO	-4	-1	-7	-4	-2	-3	-3	-1.9	-4	10
O=C(O)c1ccc([N+](=O)[O-])c(CS(=O)(=O)c2ccccc2)c1	1	0	2	-3	0	0	-3	-1.1	1	3
O=C(NCCc1ccccc1)N1CCCC(CNS(=O)(=O)Cc2ccccc2)C1 (stereo unspecified)	1	3	2	3	3	-5	0	-0.9	-7	8
O=C(COC(=O)c1ccncc1)Nc1ccc2c(c1)OCO2	5	1	2	2	-1	9	-21	3.8	-2	0
COc1ccc(O)c(C(=O)c2cnc3onc(C(C)C)c3c2)c1	1	0	-1	6	-1	2	-13	0.1	0	-4
Cc1ccc2nc(NC(=O)CSCC(=O)Nc3cc(C)on3)sc2c1	-2	6	-2	-3	-1	0	2	0.5	-6	2
COc1ccc(NC(=O)c2cc(C3CCCCN3C(=O)CCCc3ccccc3)on2)c(C)c1 (stereo unspecified)	-1	0	-12	1	0	2	x	-0.6	0	10
Cc1c(-c2n[nH]c(=S)n2-c2ccc(C(F)(F)F)cc2)nnn1-c1ccccc1	30*	2	-7	10	4	15	-4	0.7	1	-6
COc1ccc(-c2csc(NC(=O)CCNC(=O)c3ccco3)n2)cc1OC	2	-1	5	-1	0	5	-4	1.7	-2	-1
CO/N=C/NC(=O)N1OC[C@@H]2COc3ccc4ccccc4c3[C@@H]21	2	-2	-9	-2	-1	-4	-2	0.2	2	2
